Bioassay records (PubChem BioAssay)
TRPC4 block: blocks the mouse TRPC4 cation channel; HEK293 TRPC4beta/mu-opioid, DAMGO-evoked Fluo4 calcium flux; hits give low values; Q9QUQ5; B-score at 10 µM; AID 2247; actives 0.39% (n = 300,000);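 active = B-score over 3 SD under the library average, no early fluorescence shift, positive overall ratio signal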
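material = TRPC4beta/mu-opioid receptor HEK293 cell line | probe or stimulus = sequential submaximal and maximal DAMGO stimulation | compound dosing = one concentration per compound | measured by = Fluo4 Ca2+ flux fluorescence | evaluation = integrated fluorescence ratio relative to baseline, converted to per-well B score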
MrgX1 allo act: human MrgX1 positive allosteric modulation, primary screen | B-score at 10 µM | MrgX1-HEK293, Fluo-4 calcium flux, FDSS; hits give high values | Q96LB2 | actives 0.63% (n = 310,000);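 active = plate-corrected calcium response at least 3 library SD above typical, normal starting fluorescence, not activating the receptor alone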;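 note: compound read alongside a low EC10 to EC30 dose of BAM8-22 agonist; peak minus trough fluorescence over baseline measured at the second addition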
MrgX1 antag: blocks BAM8-22 activation of human MrgX1 receptor | Q96LB2 | MRGX1-HEK293 calcium flux, Fluo-4, BAM8-22 antagonism; hits give low values | B-score at 10 µM | actives 1.3% (n = 310,000);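 active = calcium-response B-score plate-corrected more than 3 library SD below zero, starting fluorescence within 5 deviations, no agonist response on first addition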;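 note: peak minus trough fluorescence over baseline after final BAM8-22 challenge near maximal dose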
RGS4 act: potentiators or activators of RGS4 | HEK293 M3R/inducible RGS4, carbachol calcium flux Fluo4; hits give low values | B-score at 10 µM | actives 0.92% (n = 310,000) | AID 463111;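 active = B-score of the integrated calcium signal more than 4 SD below the library mean, with starting fluorescence not abnormally high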;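 note: negative B-score means reduced calcium response which marks RGS4 activation or potentiation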
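Assay system: Inducible-RGS4 HEK293 cells carrying M3 receptor | Schedule: Compound preincubation 20 min at room temperature before agonist | Signal: Kinetic calcium fluorescence imaging with Fluo4-AM dye, 2 µM | Read-out basis: B score from integrated fluorescence ratio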
TRPC6 activator: mouse TRPC6 channel activation; AID 2550; actives 0.13% (n = 310,000); Q61143; HEK293-TRPC6 membrane potential dye fluorescence; hits give high values; B-score at 10 µM;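 active = B-score of the integrated fluorescence ratio above library mean plus 3 SD, and starting fluorescence ratio within library mean plus 5 SD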;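 note: higher score means more depolarization so channel activation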
Target sequence (Q61143 whole entry, looked up): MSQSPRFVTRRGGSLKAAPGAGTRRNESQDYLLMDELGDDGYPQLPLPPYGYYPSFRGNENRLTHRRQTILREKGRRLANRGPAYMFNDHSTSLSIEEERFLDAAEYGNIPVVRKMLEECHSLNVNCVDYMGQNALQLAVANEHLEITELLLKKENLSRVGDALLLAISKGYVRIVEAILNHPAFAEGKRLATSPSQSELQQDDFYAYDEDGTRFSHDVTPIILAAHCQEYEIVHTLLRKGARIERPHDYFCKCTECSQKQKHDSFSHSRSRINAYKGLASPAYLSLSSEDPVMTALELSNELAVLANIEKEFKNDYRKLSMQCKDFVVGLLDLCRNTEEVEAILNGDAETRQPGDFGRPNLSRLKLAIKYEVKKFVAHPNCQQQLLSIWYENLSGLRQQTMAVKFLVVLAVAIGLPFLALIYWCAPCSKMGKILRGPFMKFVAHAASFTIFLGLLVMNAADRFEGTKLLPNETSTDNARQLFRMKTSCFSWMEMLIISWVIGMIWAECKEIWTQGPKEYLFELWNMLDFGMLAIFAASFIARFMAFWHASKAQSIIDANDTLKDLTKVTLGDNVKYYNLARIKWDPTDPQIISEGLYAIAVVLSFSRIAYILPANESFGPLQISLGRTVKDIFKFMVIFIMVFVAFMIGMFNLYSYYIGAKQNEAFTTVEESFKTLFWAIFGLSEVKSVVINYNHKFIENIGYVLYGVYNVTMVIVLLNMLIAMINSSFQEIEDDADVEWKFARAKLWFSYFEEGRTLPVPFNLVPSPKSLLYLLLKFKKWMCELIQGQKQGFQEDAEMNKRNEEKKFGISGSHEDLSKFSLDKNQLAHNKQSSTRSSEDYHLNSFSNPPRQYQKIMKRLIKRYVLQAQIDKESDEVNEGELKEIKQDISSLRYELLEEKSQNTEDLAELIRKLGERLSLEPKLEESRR
HIF activator: HIF pathway transcriptional activation. activation, % at 7.5 µM (by protocol). actives 0.32% (n = 300,000). U2OS HRE-luciferase reporter, luminescence; normalized: DMSO 0%, desferrioxamine 100%;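 active = mean activation of at least 10% of the iron chelator positive control signal, with at least half of replicates also reaching 10%; inconclusive = mean and replicate majority disagree about reaching 10%; inactive = mean and most replicates under 10%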
MrgX1 ag: agonists of human MrgX1 receptor | Q96LB2 | MrgX1-HEK293 cells, Fluo-4 calcium fluorescence, agonist mode; hits give high values | B-score at 10 µM | actives 0.44% (n = 310,000);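 active = calcium response B-score plate-corrected fluorescence ratio at least 3 library SD, with starting fluorescence B-score inside 5 SD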
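Material: MrgX1-expressing HEK293 cells; input: 15,000 cells per well; doses: test compound given as first of three sequential additions; schedule: overnight plating before 1 h dye loading; technique: Fluo-4 NW calcium-flux fluorescence, kinetic read; evaluation: baseline-normalised fluorescence change ratio, B-scored; control set: plate-wise positive and negative controls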
RGS4 inh: inhibitors of human RGS4 | HEK293 M3R/RGS4 inducible, Fluo-4 calcium flux; hits give high values; triggered by carbachol at its EC20 | B-score at 10 µM | actives 0.45% (n = 310,000);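 active = B-score, a plate-corrected calcium signal, over three deviations above library mean, with baseline fluorescence within five deviations of library mean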;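 note: RGS4 expression induced by doxycycline in cells with stable M3 receptor; B-score is computed from the integrated fluorescence ratio over baseline after carbachol; higher B-score means a larger calcium signal and so more RGS4 inhibition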
Target sequence (P49798 whole entry, looked up): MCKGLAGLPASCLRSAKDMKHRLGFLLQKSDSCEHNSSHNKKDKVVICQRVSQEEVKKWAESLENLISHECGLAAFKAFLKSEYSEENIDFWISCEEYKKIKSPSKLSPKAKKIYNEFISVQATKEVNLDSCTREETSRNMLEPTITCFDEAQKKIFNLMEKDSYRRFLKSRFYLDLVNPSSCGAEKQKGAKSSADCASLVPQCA
SKKanGAS inh: SKKanGAS growth inhibition | actives 1.3% (n = 300,000) | inhibition, % at 7.5 µM | S. pyogenes SKKanGAS, kanamycin growth, BacTiter-Glo, 6 h | AID 1662;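 active = mean replicate score, as percent of positive control median, at least 50; inconclusive = mean below 50 but one replicate at or above 50; inactive = mean and every replicate below 50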;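 note: strain carries kanamycin resistance gene driven by streptokinase promoter and grows in 40 µg/ml kanamycin; loss of luminescence reflects streptokinase promoter inhibition or plain growth inhibition; 0% = median of DMSO wells and 100% = positive control at its reference dose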
Platelet DG rel: modulates dense granule release in human platelets | human platelet-rich plasma, SFLLRN dense granule ATP release, luminescence | AID 1663 | actives 0.22% (n = 300,000) | inhibition, %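 (compounds screened at 7.5 µM in platelet-rich plasma)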;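 active = mean replicate score, as percent of positive control, at or above 50; inconclusive = mean below 50 but at least one replicate at or above 50; inactive = mean and every replicate below 50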
TRPC6 inh: blocks the mouse TRPC6 cation channel. Q61143. HEK293-TRPC6, membrane potential dye, ACh-evoked depolarization; hits give low values. B-score at 10 µM. actives 1.1% (n = 310,000). AID 2553;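 active = B-score under library mean minus 3 SD, initial fluorescence not abnormally high, positive integrated signal ratio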;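 note: B-score derived from integrated fluorescence ratio over the kinetic read; more negative B-score means stronger inhibition of depolarization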
* = called active by the depositor; i = inactive; ? = inconclusive; / = not tested or not shown.

Preview, 2 compounds:
SMILES | TRPC4 block | MrgX1 allo act | MrgX1 antag | RGS4 act | TRPC6 activator | HIF activator | MrgX1 ag | RGS4 inh | SKKanGAS inh | Platelet DG rel | TRPC6 inh
COCCNC(=O)C(c1ccc(F)cc1)N(Cc1ccco1)C(=O)CCC(=O)Nc1ccccn1 (configuration not stated) | i | i | i | i | i | -1.7 | i | i | -2 | 2 | i
COc1ccc(S(=O)(=O)n2[nH]c(=O)c(CCO)c2C)cc1 | i | i | i | i | i | -0.4 | i | i | -3 | -8 | i

Results, from the start:
SMILES | TRPC4 block | MrgX1 allo act | MrgX1 antag | RGS4 act | TRPC6 activator | HIF activator | MrgX1 ag | RGS4 inh | SKKanGAS inh | Platelet DG rel | TRPC6 inh
COCCNC(=O)C(c1ccc(F)cc1)N(Cc1ccco1)C(=O)CCC(=O)Nc1ccccn1 (configuration not stated) | i | i | i | i | i | -1.7 | i | i | -2 | 2 | i
COc1ccc(S(=O)(=O)n2[nH]c(=O)c(CCO)c2C)cc1 | i | i | i | i | i | -0.4 | i | i | -3 | -8 | i
O=C(Nc1ccccc1Cl)NC1(C(=O)N2CCCC2)CCCCC1 | i | i | i | i | i | -0.1 | i | i | -2 | 2 | i
CCOC(=O)c1ccc(N/C(=N\S(=O)(=O)c2ccc(F)cc2F)c2ccccc2)cc1 | i | i | i | i | i | 0.9 | i | i | -5 | -19 | i
O=C(CN1CCC(C(=O)O)CC1)Nc1ccccc1Oc1ccccc1 | i | i | i | i | i | -0.8 | i | i | -3 | -14 | i
COCCNc1c(-c2cc3ccc(C)c(C)c3[nH]c2=O)nc2ccccn12 | i | i | i | i | i | 2.4 | i | i | 6 | -3 | -5.1*
Cc1ccc(S(=O)(=O)N(C)c2ccc(C(=O)Nc3cccnc3)cc2)cc1 | i | i | i | i | i | 0.0 | i | i | -4 | -5 | i
Clc1ccc(-n2nnnc2Sc2ncnc3sccc23)cc1 | i | i | i | i | i | 0.8 | i | i | -9 | -2 | i
O=C(O)c1ccc(CN2CCOCC2)o1 | i | i | i | i | i | -0.5 | i | i | 1 | 0 | i
N#Cc1ccc(N2C(=O)[C@@H]3C(C(=O)C(c4ccccc4)c4ccccc4)=NN[C@@H]3C2=O)cc1 | i | i | i | i | i | -0.1 | i | i | -4 | -4 | i
Cc1cccc(NC(=O)c2cccc(C(=O)Nc3cccc(C)c3C)n2)c1C | i | i | i | i | i | -1.5 | i | i | -4 | 2 | i
COc1cccc(N2C(=O)C3ON(c4ccccc4)C(c4cccs4)C3C2=O)c1 (configuration not stated) | i | i | i | i | i | -0.4 | i | i | -2 | -5 | i
CCC(=O)Oc1ccc2c(c1)OC1(OC(C)=O)OC(C)CC1=C2C (configuration not stated) | i | i | i | i | i | -0.2 | i | i | 11 | 3 | i
Clc1ccc(OCCCNCc2ccccc2)c(Br)c1 | i | i | i | i | i | 1.4 | i | i | 2 | -1 | i
Cc1ccccc1NC(=O)Cn1nc(C)n2cccc2c1=O | i | i | i | i | i | -0.8 | i | i | -2 | 6 | i
Cc1ccc(NC(=O)c2cc(C(C)(C)C)nn2Cc2ccccc2)cc1 | i | i | i | -7.6* | i | 0.9 | i | i | 25 | 2 | i
Cc1nc(-n2nnc3ccccc32)c2c3c(sc2n1)CCCC3 | i | i | i | i | i | -0.1 | i | i | -1 | 6 | i
Cc1ccc(S(=O)(=O)N2CCN(S(=O)(=O)N3CCC(C)CC3)CC2)c(C)c1 | i | i | i | i | i | -0.3 | i | i | 3 | -7 | i
COCCOC(=O)CSc1ncccc1-c1nc2cc(C)c(C)cc2[nH]1 | i | i | i | i | i | / | i | i | 11 | 23 | i
Cc1cc(NC(=O)CCN2C(=O)/C(=C\c3ccccc3)SC2=S)no1 | i | i | i | i | i | ? | i | i | -9 | -2 | i

Given with values under each structure: entries from further up.
Values run as follows: TRPC4 block, MrgX1 allo act, MrgX1 antag, RGS4 act, TRPC6 activator, HIF activator, MrgX1 ag, RGS4 inh, SKKanGAS inh, Platelet DG rel, TRPC6 inh
CCOC(=O)c1ccc(N/C(=N\S(=O)(=O)c2ccc(F)cc2F)c2ccccc2)cc1
→ i, i, i, i, i, 0.9, i, i, -5, -19, i
O=C(CN1CCC(C(=O)O)CC1)Nc1ccccc1Oc1ccccc1
→ i, i, i, i, i, -0.8, i, i, -3, -14, i
COCCNc1c(-c2cc3ccc(C)c(C)c3[nH]c2=O)nc2ccccn12
→ i, i, i, i, i, 2.4, i, i, 6, -3, -5.1*

(list continues)
SMILES | TRPC4 block | MrgX1 allo act | MrgX1 antag | RGS4 act | TRPC6 activator | HIF activator | MrgX1 ag | RGS4 inh | SKKanGAS inh | Platelet DG rel | TRPC6 inh
O=C(CSc1nnc(-c2cccnc2)n1Cc1ccco1)Nc1nc(-c2ccc(F)cc2)cs1 | i | i | i | i | i | -0.3 | i | i | 9 | 5 | i
O=C(c1cc(N2C(=O)C3C4CCC(C4)C3C2=O)ccc1Cl)N1CCCCCC1 (configuration not stated) | i | i | i | i | i | -0.8 | i | i | 17 | 2 | i
CC(C)C(c1nnnn1C1CCCCC1)N1CCOCC1 (configuration not stated) | i | i | i | i | i | 0.0 | i | i | 2 | -1 | i
COC(=O)c1sccc1NC(=O)C1C2C=CC(O2)C1C(=O)O (configuration not stated) | i | i | i | i | i | 0.3 | i | i | 1 | -4 | i
COc1ccc(OC)c(NC(=O)CNC(=O)Cn2cnc3sc(C)cc3c2=O)c1 | i | i | i | i | i | -0.4 | i | i | 4 | -8 | i
CC(NC(=O)c1cccnc1)C(c1cccs1)N1CCN(C)CC1 (configuration not stated) | i | i | i | i | i | 0.5 | i | i | -6 | 1 | i
Cn1cc(C(=O)Nc2ccc(Cl)cc2)c(C(F)(F)F)n1 | i | i | i | i | i | -0.2 | i | i | 0 | 12 | i
CC(C)(C)NC(=O)CN(Cc1cccs1)C(=O)CCN1CCc2ccccc21 | i | i | i | i | i | -0.4 | i | i | -11 | 3 | i
COC(=O)CN(c1ccc(Cl)cc1C)S(C)(=O)=O | i | i | i | i | i | -0.3 | i | i | 5 | 0 | i
CCc1ccc(NC(=O)C(=O)NCCN2CCN(Cc3ccc([N+](=O)[O-])cc3)CC2)cc1 | i | i | i | i | i | -0.2 | i | i | 6 | 6 | i
CC1CCC2(CC1)NC(CO)(CO)CO2 (configuration not stated) | i | i | i | i | i | -0.3 | i | i | 6 | 1 | i
N=c1sccn1CC(=O)Nc1cc(S(=O)(=O)N2CCCCC2)ccc1Cl | i | i | i | i | i | -0.1 | i | i | -5 | -6 | i
Clc1ccc2c(c1)CCc1cccnc1C2=C1CCNCC1 | i | i | i | -7.2* | i | -0.6 | i | i | 1 | -3 | -6*
CSc1ccc(CNCCN2CCOCC2)cc1 | i | i | i | i | i | -0.1 | i | i | -4 | -12 | i
O=C(C1COc2ccccc2O1)N1CCN(c2nc3c(F)cc(F)cc3s2)CC1 (configuration not stated) | i | i | i | i | i | 0.6 | i | i | 19 | 10 | -8.5*
Oc1ccc(O)c(-c2cnns2)c1 | i | i | i | i | i | -0.2 | i | i | 8 | 1 | i
COc1ccc(CN=C2NN=C(c3ccccc3)CS2)cc1 | i | i | i | i | i | 1.4 | i | i | 11 | 1 | i
CC(=O)NC(c1cccc([N+](=O)[O-])c1)c1c(OC(C)=O)ccc2ccccc12 (configuration not stated) | i | i | i | i | i | 0.8 | i | i | 1 | 2 | i
Cc1ccc(N2CC(C(=O)OCC(=O)C(C)(C)C)CC2=O)cc1C (configuration not stated) | i | i | i | i | i | -0.3 | i | i | / | 10 | i
O=C1Nc2ccccc2SC1c1ccccc1 (configuration not stated) | i | i | i | i | i | -1.3 | i | i | -4 | 3 | i
COc1ccc(N2CCN(S(=O)(=O)/C=C/c3ccccc3)CC2)cc1 | i | i | i | i | i | -0.7 | i | i | -1 | 2 | i
COC(=O)CCN(C(=O)c1cccc([N+](=O)[O-])c1)c1ccccn1 | i | i | i | i | i | -0.9 | i | i | 3 | 5 | i
O=S(=O)(c1cccc2nonc12)N1CCCCCC1 | i | i | i | i | i | -0.3 | i | i | -3 | 6 | i
Cc1ccccc1-c1nc2ccccc2o1 | i | i | i | i | i | 0.3 | i | i | 1 | 7 | i
Cc1onc(-c2c(F)cccc2Cl)c1C(=O)N1CCCc2ccccc21 | i | i | i | i | i | 0.3 | i | i | -1 | 3 | i
O=C(c1c(F)cccc1F)N1CCN(CCOc2ccccc2)CC1 | i | i | i | i | i | -0.1 | i | i | / | 15 | i
O=C(Cn1cnc2c(nnn2Cc2ccc(F)cc2)c1=O)N1CCCc2ccccc21 | i | i | i | i | i | -0.6 | i | i | -7 | 3 | i
CCCC(=O)N1CCN(c2ccc(NC(=O)c3ccc(Br)o3)cc2)CC1 | i | i | i | i | i | 0.3 | i | i | 0 | 5 | i
COc1ccc(Cc2nnc(SC(C)C(=O)Nc3ccc(F)cc3Cl)o2)cc1 (configuration not stated) | i | i | i | i | i | 0.1 | i | i | 1 | -5 | i
CCOC(=O)COc1ccc(N)cc1CC(NC(C)=O)(C(=O)OCC)C(=O)OCC | i | i | i | i | i | -0.3 | i | i | 1 | -3 | i
O=C(CSc1nc2[nH]ncc2c(=O)[nH]1)NCc1ccccc1Cl | i | i | i | i | i | 0.1 | i | i | -8 | 12 | i
CCN1C(=O)C(CC(=O)NC)N(NC(=O)c2ccccc2)C1=S (configuration not stated) | i | i | i | i | i | -0.2 | i | i | -8 | 0 | i
CCc1nnc(NC(=O)CSc2nc3c(c(=O)n2C)SC(C)C3)s1 (configuration not stated) | i | i | i | i | i | -0.2 | i | i | 3 | -9 | i
O=C(/C=C/c1ccccc1)NCc1ccc2c(c1)OCO2 | i | i | i | i | i | -2.0 | i | i | -3 | 2 | i
CN(C(=O)c1ccc(COc2ccccc2Cl)o1)c1ccccc1 | i | i | i | i | i | 1.2 | i | i | 0 | 1 | i
Cn1c(=O)c2c(nc(Sc3ncnn3CC(=O)NC3CCCCC3)n2C)n(C)c1=O | i | i | i | i | i | -2.5 | i | i | 5 | -5 | i
